Source: PubChem BioAssay (several laboratories)
STAT3 blocker – reduces IL-6 driven STAT3 reporter signal. U3A cells, IL-6 STAT3-luciferase reporter, luminescence; host cell line lacks STAT1. inhibition, % at 5.5 µM. 0.89% of 190,000 active. AID 862;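 active = inhibition above the mean inhibition across all screened compounds plus 3 SD, cut at about 44% in these data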;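 also: 0% = DMSO only wells and 100% = 100 µM nifuroxazide control wells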
STAT1 blocker – STAT1 signaling inhibition; inhibition, % at 5.5 µM; AID 920; 0.35% of 200,000 active; NIH 3T3 STAT1-luciferase reporter, IFN-gamma, luminescence;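 active = inhibition above a set limit, the mean inhibition across all tested compounds plus 3 SD, cut at about 34% in these data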;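 also: 0% = IFN-gamma with DMSO and 100% = IFN-gamma with 300 µM nifuroxazide; values of inactives mirror those of a sister screen read the other way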
ROMK mod – modulates human ROMK potassium channel activity; P48048; Tet-inducible ROMK, thallium flux fluorescence; actives lie on both sides; B-score at 10 µM; 2% of 130,000 active; AID 1918;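 active = signal ratio slope over the read window, or its plate-corrected B-score, at least 3 SD from the plate mean, either direction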;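 also: B-score of the F/F0 ratio slope over 7 to 12 s after thallium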
Target sequence (P48048 whole entry, looked up): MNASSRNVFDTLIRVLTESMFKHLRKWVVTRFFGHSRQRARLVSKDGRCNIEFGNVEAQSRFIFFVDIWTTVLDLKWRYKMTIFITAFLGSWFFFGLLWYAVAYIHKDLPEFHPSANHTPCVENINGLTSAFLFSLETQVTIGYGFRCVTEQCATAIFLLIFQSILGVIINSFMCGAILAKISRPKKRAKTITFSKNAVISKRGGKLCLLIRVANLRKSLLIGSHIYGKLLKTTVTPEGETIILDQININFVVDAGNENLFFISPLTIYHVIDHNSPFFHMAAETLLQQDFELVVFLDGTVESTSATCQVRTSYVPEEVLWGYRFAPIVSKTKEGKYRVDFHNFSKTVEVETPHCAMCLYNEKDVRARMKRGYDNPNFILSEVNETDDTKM
PPARg SRC1 recr – PPARgamma-driven SRC-1 recruitment agonism; P37231; PPARgamma-SRC-1 coactivator recruitment biochemical assay; activation, % at 8 µM; 0.41% of 200,000 active; in the data active = activation above about 19%;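 also: 0% = DMSO and 100% = reference agonist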
Target sequence (P37231 whole entry, looked up): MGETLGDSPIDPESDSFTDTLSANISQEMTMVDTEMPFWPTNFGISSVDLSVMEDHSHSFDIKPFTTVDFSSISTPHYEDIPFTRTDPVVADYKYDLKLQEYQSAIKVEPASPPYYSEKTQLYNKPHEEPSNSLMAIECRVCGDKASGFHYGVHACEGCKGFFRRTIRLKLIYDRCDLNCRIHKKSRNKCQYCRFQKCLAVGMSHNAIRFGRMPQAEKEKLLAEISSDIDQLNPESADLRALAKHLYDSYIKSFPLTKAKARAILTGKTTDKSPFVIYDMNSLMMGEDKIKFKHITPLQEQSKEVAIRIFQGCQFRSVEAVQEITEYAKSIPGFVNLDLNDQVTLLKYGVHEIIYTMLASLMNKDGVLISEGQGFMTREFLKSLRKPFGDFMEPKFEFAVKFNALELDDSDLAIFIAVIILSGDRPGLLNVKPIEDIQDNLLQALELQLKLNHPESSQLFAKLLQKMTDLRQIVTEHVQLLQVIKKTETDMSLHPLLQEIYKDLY
RAM network inh – yeast RAM network inhibition | S. cerevisiae dse1pr::URA3 reporter, 5-FOA growth OD615, 2 d; analog-sensitive cbk1-as2 kinase mutant strain | inhibition, % at 50 µM | 1.8% of 190,000 active;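 active = inhibition above a set limit, 3 SD over mean compound inhibition, cut at about 8.4% in these data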;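 also: 0% = DMSO-only wells with no growth and 100% = 10 µM 1-NA-PP1 full growth; inhibition rescues growth on 5-FOA so higher OD means more RAM inhibition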
PPARg SRC3 recr – agonists of human PPARgamma SRC-3 coactivator recruitment; P37231; biochemical PPARgamma/SRC-3 coactivator recruitment assay; activation, % at 8 µM; 0.26% of 200,000 active; AID 731; in the data active = activation above about 23%;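 also: 0% = DMSO and 100% = reference agonist; some compounds past the cut are filed as inactive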
S1P3 antag – S1P3 (human) receptor antagonism; Q99500; CHO S1P3 NFAT-BLA reporter, FRET fluorescence, antagonist mode; inhibition, % at 4.98 µM; 0.27% of 170,000 active;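 active = inhibition above the plate cutoff, the mean inhibition of test wells on that plate plus 3 SD, cut at about 28% in these data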;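 also: cells challenged with S1P at its EC80 of 0.8 µM; blue over green emission ratio from cleaved BLA substrate after 4 h stimulation; 0% = S1P-stimulated wells and 100% = unstimulated DMSO-only wells; some compounds past the cut are filed as inactive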
PPARg SRC2 recr – promotes SRC-2 coactivator recruitment by human PPARgamma; PPARgamma LBD-SRC-2 recruitment, biochemical; 0.34% of 200,000 active; activation, % at 8 µM; in the data active = activation above about 22%;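 also: 0% = vehicle and 100% = reference agonist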
TLR4 MyD88 comp – TLR4-MyD88 interaction inhibition in cells. HeLa CL3-4 TLR4/MyD88 BLA complementation, FRET ratio. O00206+Q99836. inhibition, % at 8.4 µM. 0.18% of 200,000 active; in the data active = inhibition above about 25%;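 also: 0% = vehicle and 100% = reference inhibitor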
STAT3 act – activators of IL-6 induced STAT3 signaling; AID 871; 0.91% of 190,000 active; activation (% of control), % at 5.6 µM; U3A cells, IL-6 STAT3-luciferase reporter, luminescence; 100% = signal with IL-6 EC80 alone;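 active = activation above the screen-wide mean of compound activation plus 3 SD, cut at about 130% in these data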;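 also: 0% = background luminescence of wells with medium and substrate only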
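Material: human U3A cells carrying STAT3-luciferase construct. Measured by: reporter luminescence signal. Timing: compound 1 h, then IL-6 6 h at 37 °C.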
TR-FRET SRC-2 ct – counter-screen for PPARgamma SRC-2 recruitment agonists: TR-FRET artefact; active compounds read high; TR-FRET ratio at 8 µM; 0.4% of 200,000 active; AID 1049; in the data active = TR-FRET ratio above about 2000; also: inactives centre near 1500; reference of the scale not given here
The depositor's hits bear a star; nt = no result given.

SMILES	STAT3 blocker	STAT1 blocker	ROMK mod	PPARg SRC1 recr	RAM network inh	PPARg SRC3 recr	S1P3 antag	PPARg SRC2 recr	TLR4 MyD88 comp	STAT3 act	TR-FRET SRC-2 ct
O=C(Nc1ccc2[nH]c(=O)[nH]c2c1)C(F)(F)F	1	4	0.11	0	1.9	3	7	-3	9	104	1691
COC(=O)Nc1ccc2c(c1)ncn2C1CCCCC1	18	-9	-0.073	0	1.4	14	-26	5	-9	87	1657
Cc1cccc(OCCNC(=O)c2ccc(Oc3ccc(C(F)(F)F)cc3[N+](=O)[O-])cc2)c1	2	-1	nt	7	5.6	12	nt	2	12	103	1448
Cc1cccc(NC(=O)CSc2nnc(CCC(=O)Nc3ccc(C)c(Cl)c3)n2C)c1	9	-2	nt	11	3.2	11	nt	6	9	100	1564
CCOC(=O)C(C(=O)OCC)C(CC(=O)C1CC1)c1ccccc1 (configuration not stated)	-1	3	0.5	-1	1.0	-7	30	11	-21	102	1346
CCOc1cc(NC(=O)c2ccco2)c(OCC)cc1NC(=O)CCC(=O)NCc1cccnc1	3	6	nt	8	-0.8	5	nt	13	-14	102	1511
Cn1nc(-c2ccc(Cl)cc2)c2cc(C(=O)N3CCN(C(=O)c4ccco4)CC3)sc21	-56	12	nt	0	4.7	6	-6	-4	-7	150*	1724
C/C(=N\NC=O)c1ccncc1	-1	4	-0.19	1	2.0	-1	-23	0	-10	106	1394
O=C(Nc1ccc(Cl)cc1Cl)C1=Cc2ccccc2OC1	26	-45	0.29	1	2.6	-1	nt	2	1	81	1434
COc1ccc(Cc2nnc(N/N=C/c3ccccc3O)[nH]c2=O)cc1OC	-4	-8	nt	-6	2.8	-6	-6	-1	-9	99	1492
COc1ccc(S(=O)(=O)NCC2CCCN(CC(C)(C)C)C2)cc1 (configuration not stated)	0	-9	0.54	0	1.7	1	-10	0	6	106	1631
CC(NC(=O)OC(C)(C)C)C(=O)N1CCCC1C(=O)NC(Cc1ccccc1)C(N)=O (configuration not stated)	4	-4	nt	-2	1.6	1	3	-13	-1	99	1380
Cc1cc(NC(=O)c2ccc(S(=O)(=O)N(C)C)cc2)n(-c2ccccn2)n1	13	-8	nt	5	4.6	8	nt	6	-5	98	1564
C/C(=N\NC(=O)c1ccc(Cn2cc(Br)cn2)o1)c1cccc(NC(=O)C(C)C)c1	10	-8	0.27	1	0.5	1	-1	-8	-2	92	1496
COc1ccc(NC2=Nc3cccc4cccc2c34)cc1	12	-19	nt	0	0.5	4	13	3	17	90	1562
Cc1ccc(C)c(N(CC(=O)N(C)C)S(C)(=O)=O)c1	6	7	0.23	-4	1.5	1	-6	0	-9	98	1514
CN1CCN(Cc2c(O)c(Cl)cc3c(-c4ccccc4)cc(=O)oc23)CC1	2	-4	-0.72	7	2.7	-7	nt	-4	5	100	1423
CCn1cc(/C=C/C(=O)Nc2ccn(Cc3c(F)c(F)c(F)c(F)c3F)n2)cn1	-1	7	-0.082	5	-0.5	9	-1	28*	5	99	1606
CC(C)(C)NC(=O)C(c1ccncc1)N(C(=O)Cn1nnc(-c2ccc(F)cc2)n1)c1ccccc1F (configuration not stated)	4	-1	nt	13	7.8	9	-9	6	-3	99	1735
C=CCn1c(NCCOC)nc2c1c(=O)n(C)c(=O)n2C	8	-8	0.029	3	3.0	0	-14	2	-1	99	1489
Cc1[nH]c2ccccc2c1/C=C(\C#N)C(=O)NC(C)c1ccccc1 (configuration not stated)	15	-1	-0.14	7	2.2	3	nt	0	-2	93	1561
Cc1ccc2cc(CN(C(=O)c3ccco3)c3ccccc3)c(=O)[nH]c2c1	9	-8	-0.67	10	4.8	0	nt	1	8	98	1636
Cc1cc(C)c(NC(=O)C(C)OC(=O)c2cc(Br)c(Br)s2)c(C)c1 (configuration not stated)	4	10	-0.087	0	5.6	4	-5	9	-17	95	1703
CC(=O)OCCN(C)c1cc(SC(C)C)c2nonc2c1[N+](=O)[O-]	-16	5	-0.13	4	-0.2	6	6	1	0	115	1751
COc1ccccc1C/C(N)=N/OC(=O)c1cccc([N+](=O)[O-])c1	18	-4	nt	2	-0.9	-10	nt	-3	-1	91	1391
O=C(NCC1CCCO1)c1cc(-c2ccc(Cl)cc2Cl)on1 (configuration not stated)	35	-29	nt	9	-0.1	5	nt	2	-12	72	1629
CCOC(=O)C1=c2s/c(=C\c3ccncc3)c(=O)n2C(N)=C(C(=O)OC)C1c1ccncc1 (configuration not stated)	10	-1	-0.59	0	1.9	1	-2	10	-2	96	1454
O=C(COC(=O)CCc1c[nH]c2ccccc12)NC(c1ccccc1)c1ccccc1	-3	-3	nt	3	17*	3	-2	6	-1	105	1588
Cc1ccc(-c2nn3c(C)nnc3s2)cc1NC(=O)c1ccc(-c2ccc(Cl)cc2Cl)o1	8	-2	nt	5	8.2	5	-3	10	-4	99	1537
CCC(C)NC(=O)Cc1ccc(-c2ccccc2)cc1 (configuration not stated)	-8	-3	0.39	7	-0.1	2	5	-1	-3	109	1747
O=C(Nc1ccc2cn[nH]c2c1)c1ccc(S(=O)(=O)N2CCOCC2)cc1	-32	-4	1.1	-5	2.0	-1	0	3	8	135*	1515
O=C(CCCN1C(=O)/C(=C/c2ccccc2Cl)SC1=S)NNC(=O)c1ccccc1Cl	11	12	0.69	-4	2.7	-3	14	-8	-1	91	1382
O=C(Nc1ccccc1C(=O)N/N=C/c1ccncc1)c1ccccc1	67*	54*	-0.55	12	2.0	2	5	-4	-5	45	1569
CCC(C(=O)N1CCc2cc(OC)c(OC)cc2C1)c1ccccc1 (configuration not stated)	-4	10	0.42	-12	1.0	-12	2	1	11	107	1409
COc1cc(OC)c(-c2nnc3n(CCc4ccccc4)c(=O)c4ccccc4n23)cc1OC	22	-13	nt	1	5.7	4	-17	5	-9	83	1590
CC1CCN(c2c(NCc3ccc(C(=O)N4CCc5ccccc54)cc3)c(=O)c2=O)CC1	-28	11	nt	1	1.1	6	nt	9	11	127	1671
Cn1c(CN2CCOCC2)nnc1SCC(N)=O	0	0	nt	-2	-0.9	-2	nt	-7	6	103	1474
O=C(CSc1ncnc2scc(-c3ccccc3)c12)N1CCN(Cc2ccc3c(c2)OCO3)CC1	17	16	nt	1	1.2	5	-4	7	-3	89	1670
O=C(CCc1ccc(S(=O)(=O)N2CCOCC2)cc1)Nc1ccc(N2CCOCC2)cc1	-4	4	0.26	-1	-0.4	0	nt	-7	-9	109	1495
CCN(c1ccccc1)S(=O)(=O)c1ccc(Cl)c(NC(=O)COC(=O)C2CC2C)c1 (configuration not stated)	12	14	-0.27	5	7.8	4	-5	7	3	94	1648

Filtered by structure, the entries above with a CF3 group (two)
SMILES	STAT3 blocker	STAT1 blocker	ROMK mod	PPARg SRC1 recr	RAM network inh	PPARg SRC3 recr	S1P3 antag	PPARg SRC2 recr	TLR4 MyD88 comp	STAT3 act	TR-FRET SRC-2 ct
O=C(Nc1ccc2[nH]c(=O)[nH]c2c1)C(F)(F)F	1	4	0.11	0	1.9	3	7	-3	9	104	1691
Cc1cccc(OCCNC(=O)c2ccc(Oc3ccc(C(F)(F)F)cc3[N+](=O)[O-])cc2)c1	2	-1	nt	7	5.6	12	nt	2	12	103	1448

Next section:
SMILES	STAT3 blocker	STAT1 blocker	ROMK mod	PPARg SRC1 recr	RAM network inh	PPARg SRC3 recr	S1P3 antag	PPARg SRC2 recr	TLR4 MyD88 comp	STAT3 act	TR-FRET SRC-2 ct
COC(=O)CCC/C=C1/SCC(NC(=O)c2ccccc2)C1O (configuration not stated)	-12	2	nt	5	3.4	6	-29	7	2	112	1490
O=c1c2ccccc2n(Cc2cccc(F)c2)c(=O)n1C1CCCC1	-1	0	nt	11	9.3*	2	22	7	11	106	1546
Cc1ccc2nsnc2c1S(=O)(=O)NCc1ccncc1	17	3	0.27	4	1.0	-11	-9	-2	-2	88	1442
CCOc1ccc2nc(NS(C)(=O)=O)sc2c1	11	-13	nt	4	1.9	3	-26	13	-10	90	1682
COn1c(=O)c(=O)n(OC)c2ccccc21	-4	-4	nt	-7	1.6	-5	nt	-1	4	104	1402
CCc1ccc(CNC(=O)CCc2nnc(CCc3ccc(OC)cc3)o2)nc1	-8	-2	0.089	0	-0.8	1	-5	5	3	112	1567
CCCCN(C(=S)Nc1ccccc1)C1CCS(=O)(=O)C1 (configuration not stated)	13	12	nt	2	0.9	5	nt	3	-13	98	1647
O=C(CN1CCCCC1CO)c1ccc(OC(F)F)cc1 (configuration not stated)	7	3	nt	2	-1.0	3	-3	9	7	96	1728
COC(=O)COc1ccc(S(=O)(=O)Nc2ccccc2SC)cc1	3	2	-0.85	-2	1.1	-9	-1	-9	13	100	1375
O=C(CSc1nnc(Nc2ccccc2)s1)NCc1cccs1	-13	-6	nt	3	4.0	-3	4	-1	-1	106	1501
O=Cc1cn(Cc2ccccc2)nc1-c1cccnc1	2	2	0.43	-2	1.2	1	-3	4	-6	100	1479
CCOC(=O)Nc1cc(=O)c2ccccc2o1	15	2	1.5	15	2.4	0	27	5	3	91	1654
Cc1ccc2nc(-c3ccc(NS(=O)(=O)c4ccccc4)cc3)sc2c1	3	-12	nt	1	2.6	8	-13	8	1	97	1624
O=C(Cn1c(-c2ccccc2)noc1=O)N1CCC(Cc2ccccc2)CC1	2	-1	0.0051	9	0.1	2	-11	9	-9	104	1646

Molecules from the list above that contain an aryl methoxy group, in the order listed:
SMILES	STAT3 blocker	STAT1 blocker	ROMK mod	PPARg SRC1 recr	RAM network inh	PPARg SRC3 recr	S1P3 antag	PPARg SRC2 recr	TLR4 MyD88 comp	STAT3 act	TR-FRET SRC-2 ct
COc1ccc(Cc2nnc(N/N=C/c3ccccc3O)[nH]c2=O)cc1OC	-4	-8	nt	-6	2.8	-6	-6	-1	-9	99	1492
COc1ccc(S(=O)(=O)NCC2CCCN(CC(C)(C)C)C2)cc1 (configuration not stated)	0	-9	0.54	0	1.7	1	-10	0	6	106	1631
COc1ccc(NC2=Nc3cccc4cccc2c34)cc1	12	-19	nt	0	0.5	4	13	3	17	90	1562
COc1ccccc1C/C(N)=N/OC(=O)c1cccc([N+](=O)[O-])c1	18	-4	nt	2	-0.9	-10	nt	-3	-1	91	1391
CCC(C(=O)N1CCc2cc(OC)c(OC)cc2C1)c1ccccc1 (configuration not stated)	-4	10	0.42	-12	1.0	-12	2	1	11	107	1409
COc1cc(OC)c(-c2nnc3n(CCc4ccccc4)c(=O)c4ccccc4n23)cc1OC	22	-13	nt	1	5.7	4	-17	5	-9	83	1590
CCc1ccc(CNC(=O)CCc2nnc(CCc3ccc(OC)cc3)o2)nc1	-8	-2	0.089	0	-0.8	1	-5	5	3	112	1567
